Nrf2 inh: Nrf2 qHTS screen for inhibitors; hit rate 2.1% among 360,000; A549 ARE-Fluc reporter, luciferase luminescence, 18-24 h; Potency, µM (titrated, usually from 46 µM), for the others: top-dose activity change, negative = inhibition, hits mostly inhibitors; also: potency is read from the fitted curve at half-maximal effect; % is scaled to controls: 0 for no effect and ±100 for the full control effect; nearly all actives have a fitted effect of over 60% in size
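A549 ARE_Fluc cells, 5000/well, 5% FBS OPTI-MEM; compounds in dose-response, 18-24 h at 37 °C/5% CO2; CellTiter-Fluor viability read (Ex 405/Em 525), then BugLite luciferase luminescence = Nrf2 activity.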
IL-2 act: qHTS of IL-2 Activators. IL-2 activation reporter assay, cell-based qHTS; stimulated with anti-CD3/CD4/CD28 beads; in transgenic mouse T cells. hit rate 0.065% among 360,000. activation, % (series mostly up to about 46 µM); in the data active = activation above about 50%; inconclusive = mostly about 30% to 49%; also: 0% is about no effect
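EGFP and DsRed fluorescence is measured by plate cytometry in unstimulated transgenic mouse T cells exposed to compound for 60 minutes, then stimulated 18 hours at 37 degrees C with anti-CD3/anti-CD4 beads plus anti-CD28.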
EPAC2 ag: qHTS for Agonist of cAMP-regulated guanine nucleotide exchange factor 4 (EPAC2): primary screen | Rap guanine nucleotide exchange factor 4 (Homo sapiens), Q8WZA2 | EPAC2 activation, biochemical qHTS; response scale: 100% = 6.5 mM cAMP response | Potency, µM (top dose mostly 154 µM), for inactives: at the highest dose activation, usual class: activators | hit rate 0.079% among 360,000 | AID 720711, 2013; also: potency is read from the fitted curve at half-maximal effect; nearly all actives have a fitted effect of over 50% in size
Target sequence (Q8WZA2 whole entry, looked up): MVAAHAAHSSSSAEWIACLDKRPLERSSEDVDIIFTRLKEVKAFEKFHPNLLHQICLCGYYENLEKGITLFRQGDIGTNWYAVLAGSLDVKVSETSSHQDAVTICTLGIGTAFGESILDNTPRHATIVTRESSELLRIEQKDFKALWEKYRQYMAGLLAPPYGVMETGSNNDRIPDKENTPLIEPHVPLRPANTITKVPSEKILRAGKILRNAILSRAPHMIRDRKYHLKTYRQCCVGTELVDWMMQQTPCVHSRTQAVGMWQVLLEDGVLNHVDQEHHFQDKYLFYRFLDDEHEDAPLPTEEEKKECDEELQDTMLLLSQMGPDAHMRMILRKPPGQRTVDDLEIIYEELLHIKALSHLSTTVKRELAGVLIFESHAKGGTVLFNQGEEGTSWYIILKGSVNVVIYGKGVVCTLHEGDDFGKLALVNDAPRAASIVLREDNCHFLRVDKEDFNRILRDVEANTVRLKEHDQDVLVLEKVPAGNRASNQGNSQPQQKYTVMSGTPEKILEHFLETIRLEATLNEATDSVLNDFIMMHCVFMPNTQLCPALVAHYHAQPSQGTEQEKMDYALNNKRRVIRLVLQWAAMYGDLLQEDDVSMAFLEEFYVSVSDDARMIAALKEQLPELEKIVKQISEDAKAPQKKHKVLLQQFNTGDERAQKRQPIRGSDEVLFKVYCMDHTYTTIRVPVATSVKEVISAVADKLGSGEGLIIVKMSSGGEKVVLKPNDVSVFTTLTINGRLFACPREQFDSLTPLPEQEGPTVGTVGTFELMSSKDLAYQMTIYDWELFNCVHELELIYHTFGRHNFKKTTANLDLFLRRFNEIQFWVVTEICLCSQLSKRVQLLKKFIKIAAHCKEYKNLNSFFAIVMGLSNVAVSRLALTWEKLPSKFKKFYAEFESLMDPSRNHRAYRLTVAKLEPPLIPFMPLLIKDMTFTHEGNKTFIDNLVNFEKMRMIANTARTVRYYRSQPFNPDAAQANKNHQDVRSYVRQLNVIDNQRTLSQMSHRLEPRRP
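Compounds were added across a concentration range to EPAC2 (100 nM), RAP1B-BODIPY-GDP (250 nM) and GDP (50 uM). After 5 min at room temperature, fluorescence was recorded at 5-min intervals for 30 min.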
HepG2 viability: qHTS for Inhibitors of TGF-b: Cytotox Counterscreen; HepG2 CAGA-GFP viability, ATP luminescence, 18 h; Potency, µM (doses to about 46.1 µM), inactives show at the highest dose activity change, negative = cytotoxicity, usual class: cytotoxic; hit rate 0.76% among 410,000; also: potency is read from the fitted curve at half-maximal effect; some results filed as inactive show a strong effect at the top dose
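CellTiter-Glo luminescence gave cytotoxicity after 18 hours at 37 degrees C. The cells were HepG2 CAGA-GFP in 1% FBS DMEM, stimulated with 500 pg/mL TGF-beta after compound addition. %Activity was normalised to no-cell wells (complete cell-killing) and DMSO (no toxicity), and curves were fitted and classified.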
TGFb inhibitor: qHTS for Inhibitors of TGF-b | AID 588855, 2011 | HepG2 CAGA-GFP TGF-b/SMAD3 reporter, GFP fluorescence, 18 h; TGF-beta stimulated, 500 pg/mL final | Potency, µM (titrated, usually from 46.1 µM), inactives show at the top dose activity, negative = inhibition, actives largely listed as inhibitors | hit rate 1.2% among 410,000; also: potency is read from the fitted curve at half-maximal effect; % is scaled to controls: 0 for no effect and ±100 for the full control effect; nearly all actives have a fitted effect of over 65% in size
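Read-out: total well GFP (ex488/em500-530) summed from mean per-cell fluorescence. Cells: HEPG2 CAGA-GFP, 1% FBS DMEM, 18 h at 37 degrees C with 500 pg/mL final TGF-beta. Unstimulated wells served as the full-inhibition control; stimulated DMSO wells = 0%.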
A549 viability: Nrf2 qHTS screen for inhibitors: counterscreen for cytotoxicity; A549 ARE-Fluc cells, CellTiter-Fluor viability, 18-24 h; hit rate 0.16% among 390,000; AID 504648, 2011; Potency, µM (doses to about 46 µM), without a hit: at the highest dose activity change, negative = cytotoxicity, hits mostly inhibitors; also: potency is read from the fitted curve at half-maximal effect; % is scaled to controls: 0 for no effect and ±100 for the full control effect
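A549 ARE_Fluc cells in 5% FBS OPTI-MEM were exposed to compounds in concentration-response for 18-24 h at 37 deg C. Viability was read by CellTiter-Fluor fluorescence (Ex 405/Em 525) after 30 min, before the luciferase read.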
ATXN2 expr inh: Primary qHTS for Inhibitors of ATXN expression. hit rate 0.72% among 360,000. HEK-293 ATXN2-luciferase reporter, luminescence, 24 h. AID 1745845, 2022. Potency, µM (series often up to 57 µM), for inactives: at the top dose activity change, negative = inhibition, most hits filed as inhibitors; also: potency is read from the fitted curve at half-maximal effect; % is scaled to controls: 0 for no effect and ±100 for the full control effect; nearly all actives have a fitted effect of over 55% in size
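qHTS (up to 57 uM final) was run with 24 h compound exposure of reporter cells at 37 °C. Each well was multiplexed: SteadyGlo luminescence measured ATXN2-luciferase expression after a fluorogenic Gly-Phe-AFC viability readout (25 uM final).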
Nrf2 activator: qHTS of Nrf2 Activators. AREc32 ARE-luciferase reporter (MCF7-derived line), luminescence, 24 h. AID 624171, 2012. hit rate 0.31% among 410,000. Potency, µM (series often up to 46.1 µM), without a hit: at the highest dose activation, hits mostly activators; also: potency is read from the fitted curve at half-maximal effect; % of control where 0% means no effect; nearly all actives have a fitted effect of over 65% in size
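For detection, Steady-Glo was added and plates sat 30 min at RT; before that, AREc32_Fluc cells grown overnight in OPTI-MEM/5% FBS had been treated with 23 nL compound for 24 hr at 37 deg C.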
ATXN viability: Viability Counterscreen for Primary qHTS for Inhibitors of ATXN expression; S2 cells (HEK-293 line with an ATXN2-luciferase reporter) viability, CellTiter-Fluor protease fluorescence, 24 h; Potency, µM (highest dose often 56.7 µM), most hits filed as cytotoxic; hit rate 0.49% among 400,000; AID 651635, 2014; also: potency is read from the fitted curve at half-maximal effect; nearly all actives have a fitted effect of over 40% in size
* = called active by the depositor; & = joins results of further samples; [ ] = dose if it differs, or a comment. Unless noted, calls follow the shape of the dose curve; as a rule, active = well fitted curve in the direction sought with a large enough effect; inconclusive = small, poorly fitted or top-dose-only effect, or another doubt; inactive = no such curve, though single readings can be large; an effect the other way counts as inactive or inconclusive.

How did CCc1c(C)c2cc3c(c(C)c2oc1=O)OCN(CCc1ccccc1F)C3 do in these assays?
Nrf2 inh: inconclusive; HepG2 viability: -45%; TGFb inhibitor: 27%; A549 viability: 15%; ATXN2 expr inh: 10%; Nrf2 activator: 12%

Results for COc1cc2c(cc1OC)C(C(=O)N1CCOCC1)C(c1cccs1)N(C)C2=O (stereo not given) ?
Nrf2 inh: -3%; IL-2 act: -4.9; EPAC2 ag: 9%; HepG2 viability: 1%; TGFb inhibitor: 1%; A549 viability: -11%; ATXN2 expr inh: 1%; Nrf2 activator: -0.5%; ATXN viability: inactive

What do the screens show for `Oc1ccc(N2CCN(C(c3ccncc3)c3nnnn3C3CCCC3)CC2)cc1` (stereo not given)?
Nrf2 inh: inconclusive; IL-2 act: -0.5; EPAC2 ag: 13%; HepG2 viability: 5%; TGFb inhibitor: -14%; A549 viability: -1%; ATXN2 expr inh: inconclusive; Nrf2 activator: -0.7%; ATXN viability: inconclusive

What do the screens show for `Cc1ccc(N(C(=O)Cc2cccs2)C(C(=O)NC2CCCCC2)c2ccccn2)cc1C` (stereo not given)?
Nrf2 inh: inconclusive; IL-2 act: -0.7; EPAC2 ag: -4%; HepG2 viability: -53%; TGFb inhibitor: inconclusive; A549 viability: inconclusive; ATXN2 expr inh: -17%; Nrf2 activator: -0.1%; ATXN viability: 28µM*

Results for Cc1ccc(S(=O)(=O)N2CCN(S(=O)(=O)N3CCC(C)CC3)CC2)c(C)c1 ?
Nrf2 inh: -13%; IL-2 act: 1.1; EPAC2 ag: 0%; HepG2 viability: -17%; TGFb inhibitor: -3%; A549 viability: -10%; ATXN2 expr inh: -17%; Nrf2 activator: -0.9%; ATXN viability: inactive

How did COc1cc(C2CC(=O)Nc3c2c(=O)nc2c(C)cccn32)cc(OC)c1OC (stereo not given) do in these assays?
Nrf2 inh: 2%&4%; IL-2 act: -3.1; EPAC2 ag: 8%; HepG2 viability: -23%&-5%; TGFb inhibitor: -3%&15%; A549 viability: 1%&-11%; ATXN2 expr inh: -6%&-1%; Nrf2 activator: -0.2%&-2.0%; ATXN viability: inactive

Results for COc1cccc(S(=O)(=O)N(C)C[C@@H]2Oc3cc(C#CCN(C)C)ccc3S(=O)(=O)N([C@H](C)CO)C[C@@H]2C)c1 ?
IL-2 act: -1.9; EPAC2 ag: 6%; HepG2 viability: -24%; TGFb inhibitor: 2%; ATXN2 expr inh: -8%; Nrf2 activator: 0.6%; ATXN viability: inactive

How did CNc1nnc(-c2ccc(N(C)C)cc2)s1 do in these assays?
Nrf2 inh: inconclusive; IL-2 act: -2.7; EPAC2 ag: -3%; HepG2 viability: -81%; TGFb inhibitor: 9%; A549 viability: 14%; ATXN2 expr inh: inconclusive; Nrf2 activator: 0.4%; ATXN viability: inactive

Results for CCCCOC(=O)c1ccc(NC(=O)C2(c3cccs3)CCOCC2)cc1 ?
HepG2 viability: -26%; TGFb inhibitor: inconclusive; A549 viability: 2%; ATXN2 expr inh: inconclusive; Nrf2 activator: 13%; ATXN viability: inconclusive

What do the screens show for `COc1ccc(NC(C)C(=O)Nc2cccc(S(=O)(=O)N3CCOCC3)c2)cc1OC` (stereo not given)?
Nrf2 inh: 6.5µM*; IL-2 act: 1.3; EPAC2 ag: 4%; HepG2 viability: -14%; TGFb inhibitor: -4%; A549 viability: inconclusive; ATXN2 expr inh: inconclusive; Nrf2 activator: 0.3%; ATXN viability: inactive

Results for C=CCN1C(=O)c2cccc3c(Br)ccc(c23)C1=O ?
Nrf2 inh: 12%; IL-2 act: 1.1; EPAC2 ag: 7%; HepG2 viability: -2%; TGFb inhibitor: -1%; A549 viability: 0%; ATXN2 expr inh: -6%; Nrf2 activator: 19%; ATXN viability: inactive

What do the screens show for `CN1/C(=C\C(=O)COC(=O)c2ccc(O)cc2)C(C)(C)c2ccccc21`?
Nrf2 inh: 2%; IL-2 act: -0.5; EPAC2 ag: 8%; HepG2 viability: -76%; TGFb inhibitor: inconclusive; A549 viability: 0%; Nrf2 activator: 3.7%; ATXN viability: inconclusive

How did CCOc1ccccc1NC(=O)c1c(NC(=O)c2cccc(C)c2)sc2c1CCC2 do in these assays?
Nrf2 inh: 3%; HepG2 viability: 3%; TGFb inhibitor: 1%; A549 viability: -4%; ATXN2 expr inh: 6%; Nrf2 activator: 1.0%; ATXN viability: inactive

Results for O=C(O)CSc1nc2ccc(NC(=O)COc3ccc(Cl)cc3)cc2s1 ?
Nrf2 inh: inconclusive; HepG2 viability: -3%; TGFb inhibitor: 1%; A549 viability: 5%; Nrf2 activator: 0.0%

What do the screens show for `CCOc1ccc(C(=O)Nc2c(C(=O)Nc3ccccc3F)oc3ccccc23)cc1OCC`?
Nrf2 inh: 1%; HepG2 viability: -20%; TGFb inhibitor: 1%; A549 viability: 5%; ATXN2 expr inh: -8%; Nrf2 activator: -0.7%; ATXN viability: inactive

Results for CC(=NNc1nc2ccccc2s1)c1ccncn1 ?
Nrf2 inh: inconclusive; IL-2 act: -0.5; EPAC2 ag: 17%; HepG2 viability: -25%; TGFb inhibitor: inconclusive; A549 viability: inconclusive; ATXN2 expr inh: inconclusive; Nrf2 activator: inconclusive

How did O=C(Nc1nnc(C2CCCCC2)s1)C1CC(=O)N(c2ccccc2)C1 (stereo not given) do in these assays?
Nrf2 inh: 8%; IL-2 act: -1.6; EPAC2 ag: -7%; HepG2 viability: -1%; TGFb inhibitor: -3%; A549 viability: 2%; ATXN2 expr inh: 5%; Nrf2 activator: -0.4%; ATXN viability: inactive

How did COc1ccc(OC2C(=O)N(CCc3ccc(OC)c(OC)c3)C2c2ccc3c(c2)OCO3)cc1 (stereo not given) do in these assays?
Nrf2 inh: inconclusive; IL-2 act: -0.5; EPAC2 ag: 8%; HepG2 viability: -13%; TGFb inhibitor: 5%; A549 viability: -15%; ATXN2 expr inh: -34%; Nrf2 activator: 2.2%; ATXN viability: inactive

What do the screens show for `COc1cccc2[nH]c3c(N4CCC(C(N)=O)CC4)ncnc3c12`?
Nrf2 inh: inconclusive; IL-2 act: -1.6; EPAC2 ag: 3%; HepG2 viability: 0%; TGFb inhibitor: 0%; A549 viability: 0%; ATXN2 expr inh: -9%; Nrf2 activator: -0.2%; ATXN viability: inactive

What do the screens show for `COc1ccc(NC(=O)/C=C/c2ccccc2)cn1`?
Nrf2 inh: inconclusive; IL-2 act: -1.3; EPAC2 ag: 2%; HepG2 viability: -4%; TGFb inhibitor: 0%; A549 viability: -3%; ATXN2 expr inh: 40%[activator]; Nrf2 activator: 0.4%; ATXN viability: inactive

Results for CCc1ccccc1Nc1nc2cc(Cl)c(Cl)cc2nc1-n1nc(C)cc1C ?
Nrf2 inh: 9%; HepG2 viability: 16%; TGFb inhibitor: -7%; A549 viability: 3%; ATXN2 expr inh: 4%; Nrf2 activator: 1.7%; ATXN viability: inactive

Results for CCCc1nnc(SCC(=O)N2CCOCC2)n1CCCOC ?
Nrf2 inh: -8%; IL-2 act: -0.3; EPAC2 ag: 7%; HepG2 viability: -10%; TGFb inhibitor: -11%; A549 viability: -1%; ATXN2 expr inh: -8%; Nrf2 activator: 0.2%; ATXN viability: inactive

Results for Cc1ccc(C(c2nnnn2Cc2cccs2)N2CCN(Cc3ccc4c(c3)OCO4)CC2)cc1 (stereo not given) ?
Nrf2 inh: inconclusive; IL-2 act: -0.2; EPAC2 ag: 15%; HepG2 viability: -56%; TGFb inhibitor: 0%; A549 viability: inconclusive; ATXN2 expr inh: -20%; Nrf2 activator: 3.5%; ATXN viability: inconclusive

How did CC(=O)O[C@H]1C(=O)[C@@]2(C)[C@H]([C@H](OC(=O)c3ccccc3)[C@]3(O)C[C@H](OC(=O)[C@H](O)C(NC(=O)c4ccccc4)c4ccccc4)C(C)=C1C3(C)C)[C@]1(OC(C)=O)CO[C@@H]1C[C@@H]2O (stereo not given in full) do in these assays?
Nrf2 inh: inconclusive; IL-2 act: -0.4; EPAC2 ag: 2%; HepG2 viability: -9%; TGFb inhibitor: inconclusive; A549 viability: inconclusive; ATXN2 expr inh: -25%; Nrf2 activator: -0.4%; ATXN viability: inconclusive

How did CCOC(=O)CSc1nnc(NC(=O)CCc2ccccc2)s1 do in these assays?
Nrf2 inh: -1%; IL-2 act: 1.2; EPAC2 ag: 14%; HepG2 viability: -4%; TGFb inhibitor: -6%; A549 viability: 1%; Nrf2 activator: -0.3%; ATXN viability: inactive

Results for COc1cccc(OCc2cc(C(=O)N3CCN(C(=O)c4ccco4)CC3)no2)c1 ?
Nrf2 inh: inconclusive; IL-2 act: -1.4; EPAC2 ag: 5%; HepG2 viability: 7%; TGFb inhibitor: 4%; A549 viability: 0%; ATXN2 expr inh: 25%; Nrf2 activator: 3.3%; ATXN viability: inactive

Results for O=C(CSc1nnc(NC(=O)C2CC2)s1)Nc1ccc2c(c1)OCCO2 ?
Nrf2 inh: -10%; IL-2 act: -0.4; EPAC2 ag: -1%; HepG2 viability: -3%; TGFb inhibitor: 4%; A549 viability: -2%; ATXN2 expr inh: -9%; Nrf2 activator: 0.0%; ATXN viability: inactive
